Assay outcomes deposited in PubChem by several laboratories.
RmlCD inh 1536: M. tuberculosis RmlC/RmlD coupled enzyme inhibitors, primary screen, biochemical, compound mixtures, 384-well, from 1536-well plates; dTDP-4-dehydrorhamnose reductase (Mycobacterium tuberculosis (strain ATCC 25618 / H37Rv)) …; RmlC+RmlD coupled enzyme assay, percent inhibition; primary screen in compound mixtures; inhibition, % at 3.6 µM; 0.03% of 160,000 active; AID 1533, 2009; in the data active = inhibition mostly above about 34%, no sharp cut-off; also: some results filed as inactive read as strong as hits
Target sequence (P9WH09 whole entry, looked up): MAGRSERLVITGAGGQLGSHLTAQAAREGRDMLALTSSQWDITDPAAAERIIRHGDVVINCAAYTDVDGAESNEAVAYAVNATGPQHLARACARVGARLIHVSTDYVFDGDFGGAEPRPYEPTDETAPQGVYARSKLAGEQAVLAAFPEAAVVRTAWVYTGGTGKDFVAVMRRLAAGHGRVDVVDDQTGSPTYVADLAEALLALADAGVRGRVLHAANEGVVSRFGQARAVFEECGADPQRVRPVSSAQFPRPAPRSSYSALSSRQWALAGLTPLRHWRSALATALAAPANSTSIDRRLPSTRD
Target sequence (P9WH11 whole entry, looked up): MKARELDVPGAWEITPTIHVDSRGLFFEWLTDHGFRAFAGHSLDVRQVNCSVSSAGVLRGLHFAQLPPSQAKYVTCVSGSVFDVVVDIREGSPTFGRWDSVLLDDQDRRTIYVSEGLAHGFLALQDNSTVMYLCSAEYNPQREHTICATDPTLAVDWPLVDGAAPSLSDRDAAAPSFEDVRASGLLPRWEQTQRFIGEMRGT
GlmU inhibition: inhibition of mycobacterial GlmU enzyme – biochemical, glucosamine-1-phosphate acetyltransferase (AID 1376). Bifunctional protein GlmU (Mycobacterium tuberculosis (strain ATCC 25618 / H37Rv)). M. tuberculosis GlmU acetyltransferase enzyme assay; higher % means a stronger effect. inhibition, %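 (tested at 30 µM in the primary screen)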, or IC50 in µM where a hit was titrated. 0.25% of 220,000 active; in the data active = inhibition above about 13%;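 also: 0% = complete reaction with vehicle and 100% = reaction without substrate; strong numbers were not always called active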
* marks the source's active call; other numbers are inactive results; x = not tested or not shown; & = joins results of further samples.

SMILES	RmlCD inh 1536	GlmU inhibition
Cn1c2ccccc2c2cc(C(=O)NNS(=O)(=O)c3ccc(F)cc3)sc21	x	-1.4%
O=C(CCc1nnc(CCCc2ccccc2)o1)NCCCC1CCCC1	6	-4.5%
O=C(CSc1nnc(Cc2ccccc2)o1)Nc1ccccc1	7	1.1%
CCCc1cc(C(=O)Nc2sc3c(c2C(=O)OCC)CCCC3)no1	-11	-0.4%
O=C(NN=C1CCN(Cc2ccccc2)CC1)c1cccc(S(=O)(=O)Nc2ccccc2Cl)c1	-6	-2.4%
Cc1noc(C)c1S(=O)(=O)N(CC(=O)N1CCn2c1nc1ccccc12)c1ccc(C(C)C)cc1	x	1.7%&0.6%
CC1CC(CC(=O)NC(=S)Nc2ccccc2Cl)C(=O)O1 (centres undefined)	-4	-2.1%
COc1ccc(-c2nn(CC(=O)Nc3ccc(Cl)c(Cl)c3)c(=O)c3ccccc23)cc1	-5	1.8%
CCC(CC)C(=O)N1CCN(c2ccccc2)CC1	8	-2.7%
Cc1cccc(CCNC(=O)CN(C)S(=O)(=O)c2cnc[nH]2)c1	x	1.8%
COC(=O)c1cnc(Nc2ccc(Cl)cc2)c([N+](=O)[O-])c1	x	3.0%
CCc1ccccc1N1C[C@@]23C=C[C@@H](O2)C(C(=O)OCC(C)C)[C@H]3C1=O (some centres undefined)	x	1.4%

Whole records, quoted from the list. Order of values: RmlCD inh 1536, GlmU inhibition
`O=C(CSc1nnc(Cc2ccccc2)o1)Nc1ccccc1` in the list: 7, 1.1%
`CC1CC(CC(=O)NC(=S)Nc2ccccc2Cl)C(=O)O1` (centres undefined) in the list: -4, -2.1%
`Cc1cccc(CCNC(=O)CN(C)S(=O)(=O)c2cnc[nH]2)c1` in the list: x, 1.8%

The main list resumes, starting six compounds before the break.
SMILES	RmlCD inh 1536	GlmU inhibition
CC1CC(CC(=O)NC(=S)Nc2ccccc2Cl)C(=O)O1 (centres undefined)	-4	-2.1%
COc1ccc(-c2nn(CC(=O)Nc3ccc(Cl)c(Cl)c3)c(=O)c3ccccc23)cc1	-5	1.8%
CCC(CC)C(=O)N1CCN(c2ccccc2)CC1	8	-2.7%
Cc1cccc(CCNC(=O)CN(C)S(=O)(=O)c2cnc[nH]2)c1	x	1.8%
COC(=O)c1cnc(Nc2ccc(Cl)cc2)c([N+](=O)[O-])c1	x	3.0%
CCc1ccccc1N1C[C@@]23C=C[C@@H](O2)C(C(=O)OCC(C)C)[C@H]3C1=O (some centres undefined)	x	1.4%
C#CCOC(=O)Nc1cnccc1C(F)(F)F	-9	x
C(=N\c1nc2ccccc2[nH]1)/c1cccs1	x	-0.9%
O=C1NCCN/C1=C\C(=O)c1ccc(Cl)cc1	-7	2.0%
CCOC(=O)C1C(=O)CC(C)(O)C(C(=O)OCC)C1c1ccco1 (centres undefined)	x	3.2%
CCN(CCNCC(O)COCc1ccc(Cl)cc1)c1cccc(C)c1 (centres undefined)	-11	2.5%
CCn1c(-c2cc(-c3ccccc3OC)nc3ccccc23)n[nH]c1=S	-12	2.5%
Cc1ccc(C(=O)NCc2ccco2)cc1S(=O)(=O)Nc1cccc(C)c1C	33	-2.4%
CCCC(=O)Nc1ccc2c(c1)nc1n2CCSC1	x	-1.0%
Cc1c(C(=O)N2CCOCC2)cc(C(C)(C)C)n1-c1ccccc1	8	3.3%
COc1cc([N+](=O)[O-])ccc1NC(=O)CSc1ccccn1	5	-0.5%
Cc1nn(C2CCS(=O)(=O)C2)c(Cl)c1/C=C/C(=O)OCC(=O)Nc1ccccc1OC(F)F (centres undefined)	1	4.1%
CCOC(=O)C1=NN(C(C)=O)C2(CC(=O)N(c3cccc(C)c3)C2=O)C1 (centres undefined)	-4	-0.2%
Cc1ccc(-c2n[nH]c(=S)n2/N=C/C=C\c2ccccc2[N+](=O)[O-])cc1	2	-1.7%
COc1cccc(Cn2nnc(C(=O)NCc3ccc(F)cc3)c2N)c1	21	-4.5%
CCOC(=O)c1cc2cc(OC)ccc2[nH]1	19	5.2%
O=C(N/C=C/c1ccc(Cl)cc1)NCc1ccc(Cl)cc1	x	1.2%
O=C(CN1C(=O)NC(c2ccccc2)(c2ccccc2)C1=O)c1c[nH]c2ccccc12	-6	1.9%
Cc1cc(C)cc(Oc2cc(NC(=O)c3cn(C)nc3C)cc([N+](=O)[O-])c2)c1	-10	3.3%
CCCCSc1nc2sc3c(c2c(=O)[nH]1)CCC3	-6	8.5%
Cn1c(C(=O)OC(C(=O)NCc2ccco2)c2ccncc2)cc2sccc21 (centres undefined)	-1	3.0%
COc1cc(CN2CCCC(C(=O)c3sccc3C)C2)cc(OC)c1O (centres undefined)	-4	9.4%
CCCn1c(=N)c(C(=O)NC2CCCC2)cc2c(=O)n3cccc(C)c3nc21	-4	-1.7%
CCOC(=O)C(CCSC)NC(=O)CN (centres undefined)	-6	-3.9%
O=C(OCC(=O)N1CCCc2ccccc21)c1cncc(Br)c1	-10	0.4%
O=C(Nc1cccc2ccccc12)OCc1cncs1	x	-1.1%
CCN1CCCCC(=N/O)/C(=N/O)CCCC1	8	-0.2%
CCOC(=O)NC(=O)/C(C#N)=C\Nc1sccc1C(=O)OC	8	-4.8%
C/C(CCc1ccco1)=N/NC(=O)CCC(=O)Nc1ccc(Br)cc1	-38	3.0%
COc1cc(/C=C2\CCc3ccccc3C2=O)cc(OC)c1OC	3	7.9%
CCCCN1CC[C@H]2C=CC[C@@H](C(=O)Nc3ccc(Cl)c(C(F)(F)F)c3)[C@H]2C1=O	x	-4.6%
O=C(O)CCC(=O)NNC(=O)COc1ccc2ccccc2c1Br	x	-0.9%
C=CCc1c(C)nc(N)[nH]c1=O	x	-4.9%
CCOC(=O)c1oc2ccc(S(=O)(=O)n3nc(-c4cc(OC)c(OC)c(OC)c4)cc3N)cc2c1C	0	6.2%
CC(C)(C)c1ccc(S(=O)(=O)N2CCCCC2C(=O)NCc2ccccn2)cc1 (centres undefined)	x	-1.8%
COc1ccc(/C=N/Nc2nc(-c3ccc(Cl)cc3)cc(C(F)(F)F)n2)c(OC)c1	6	7.4%
O=C(NCc1cccnc1)/C(=C/c1ccc(-c2cccc(C(F)(F)F)c2)o1)NC(=O)c1ccccc1	-5	x

Some values from the list.
RmlCD inh 1536 result of CCOC(=O)NC(=O)/C(C#N)=C\Nc1sccc1C(=O)OC = 8
RmlCD inh 1536 result of O=C(NCc1cccnc1)/C(=C/c1ccc(-c2cccc(C(F)(F)F)c2)o1)NC(=O)c1ccccc1 = -5
GlmU inhibition result of O=C(O)CCC(=O)NNC(=O)COc1ccc2ccccc2c1Br = -0.9%

(continued)
SMILES	RmlCD inh 1536	GlmU inhibition
COc1ccc(C2CC(c3ccccc3)=NN2C(=O)COC(=O)c2nc3nccc(C)n3n2)cc1 (centres undefined)	3	-6.6%
Cc1ccc(C(=O)NCCc2sc(C)nc2C)cc1	11	5.4%
CC(=O)Nc1ccc(C(=O)N/N=C/c2cccnc2)cc1	-6	2.6%
COc1ccc(-c2ccc3oc(-c4ccc(OC)cc4)c(C#CC4(O)CCCCC4)c3c2)cc1	x	0.4%
CCCCc1c(O)cc(C)[nH]c1=O	x	-0.4%
CCSc1nc(-c2cccnc2)ccc1C#N	-1	3.0%
Cc1ccc(S(=O)(=O)N2CCN(C(=O)c3c(C)nn(-c4ccccc4)c3Cl)CC2)cc1	x	-1.1%
C=CCn1c(Cc2ccc(OCC)cc2)nnc1SCC(N)=O	8	-4.2%
CCCc1nc2ccccc2c2nc(N)nn12	16	1.8%
COc1ccc(C(=O)/C=C/C(=O)N(CC(=O)NC2CCCCC2)Cc2ccccc2)c(O)c1	x	-0.5%
CCCOC(=O)c1ccc(NC(=O)Oc2ccccc2)cc1	2	2.1%
CC(C(=O)O)n1c(C(F)(F)F)nc2ccccc21 (centres undefined)	21	-2.9%
CCOC(=O)c1cccc(NC(=O)c2c(NCc3ccccc3)[nH]c(=O)[nH]c2=O)c1	x	-0.5%
COc1ccc(-c2cnc3ncnn3c2N)cc1	8	-9.4%
COc1ccc(/C=N/NC(=O)CN(c2ccc(OC)cc2)S(=O)(=O)c2ccccc2)cc1	-9	1.9%
CN(CC#CCC(c1ccccc1)c1ccccc1)C(C)(C)C	-8	-7.5%
C(#CCN1CCOCC1)COC/C=C/c1ccccc1	x	2.1%
CC(C)Cn1c(CN2CCN(C(=O)c3ccco3)CC2)nc2c1c(=O)n(C)c(=O)n2C	-14	4.7%
COCCNC(=O)c1c(CSc2ccc(Cl)cc2)noc1C(=O)NCc1ccccc1	x	-1.2%
CCOC(=O)C1CCN(C(=O)Nc2ccc(OC)c(OC)c2)CC1	x	-0.4%
COc1ccccc1/C=C/C(=O)c1ccc(NC(C)=O)cc1	-10	-2.7%
COc1ccc(C(=O)NNC(=O)CSc2nnc(COc3ccccc3)n2C)cc1	7	-5.9%
CCOc1ccc(N(Cc2ccc(OC)cc2)C(=O)c2ccco2)cc1	-2	0.4%
Cc1ccsc1C(=O)Nc1ccc(C(=O)O)cc1	44	-1.4%
O=C(/C=C/c1ccco1)Nc1ccc2nn(-c3ccccc3)nc2c1	29	0.7%
CN(C)S(=O)(=O)c1cc(NC(=O)CN2CCCc3ccccc32)ccc1Cl	-49	1.1%
Cc1cc2c(=O)n(CC(=O)NCC(=O)N3CCN(Cc4ccccc4)CC3)cnc2s1	x	-2.6%
CCn1c(C(=O)OC)cc2c1ccn2-c1ccc(F)cc1	6	-0.3%
O=C(CCSc1ccc(Cl)cc1)N1CCCCCC1	12	-3.5%
FC(F)(F)c1cccc(NC(=S)NCc2ccccn2)c1	x	-4.5%
CCc1ccc(NC(=O)CN(c2ccc3c(c2)OCO3)S(=O)(=O)c2c(C)noc2C)cc1	-14	5.0%
CCC1=C2CC[C@H]3C(=O)N(CC(=O)OC)C(=O)[C@H]3[C@H]2[C@@]2(C)C(=NCC(=O)OC)OC(=O)N2C1=O	-7	1.6%
CCC1CCCCN1C(=S)Nc1cccc(S(=O)(=O)N(C)C)c1 (centres undefined)	-12	-0.6%
OCCN(/C=N/c1nc(-c2ccc(Br)cc2)cs1)CCO	x	2.3%
O=C1CC(SC(=Nc2ccccc2)Nc2ccccc2)C(=O)N1c1ccc(Cl)c(Cl)c1 (centres undefined)	-5	-3.2%
O=C(NCc1ccccn1)c1ccc(/C=N/O)nc1	10	-0.7%
Cn1nnc(NC(=O)/C=C/c2ccco2)n1	-21	5.8%
Cc1ccc(C2CC(c3ccc(NS(C)(=O)=O)cc3)=NN2C(=O)c2ccco2)cc1 (centres undefined)	7	1.9%
O=C(Cn1nc(-c2cccc(Cl)c2)ccc1=O)Nc1ccc(C(=O)NC2CC2)cc1	3	2.6%
Cc1c(C(=O)Oc2ccc(F)cc2)sc2ncn(Cc3cccc(F)c3)c(=O)c12	-4	3.1%
NNc1nc(-c2ccccc2)c2ccccc2n1	-9	-3.0%
CCOC(=O)CNC(=S)N(Cc1cccs1)C1CCCCC1	10	-5.3%
O=C(NCc1ccco1)c1sc2cc(F)ccc2c1Cl	x	-1.0%
CCC1(CC)NC(=O)N(CC(=O)OCC(=O)Nc2sccc2C#N)C1=O	x	-4.1%
CC(C)Cn1cc(C(=O)NCC2CCCO2)c2c3ccccc3n(C)c2c1=O (centres undefined)	3	2.2%
O=C(CN1CCC(c2nc3ccccc3[nH]2)CC1)NCc1ccc2c(c1)OCO2	2	3.6%
COc1ccc(CCN2C(=O)C(O)=C(C(=O)c3ccco3)C2c2cccs2)cc1OC (centres undefined)	-1	3.4%
CCCN(Cc1ccccc1)S(=O)(=O)c1ccc(N2C(=O)CCC2=O)cc1	-7	-2.8%
CCC(C)C(NC(=O)C(C)NC(=O)CNC(=O)CNC(=O)OCc1ccccc1)C(=O)OC (centres undefined)	x	-0.1%
Cc1ccc(OCc2nnc(SCC(=O)c3cccc([N+](=O)[O-])c3)n2C)cc1	-7	3.9%
O=C(c1cccc2ccccc12)N1CCC(N2CCN(c3ccccc3)CC2)CC1	x	-1.0%
COC(=O)CNC(=S)NC(=O)c1ccc(C(C)(C)C)cc1	-8	-5.7%
Cc1nc(SC2CC(=O)N(c3ccccc3)C2=O)nc2c1CCCC2 (centres undefined)	x	1.4%
Cc1ccc(C(=O)COC(=O)CN2C(=O)C3C4CCC(C4)C3C2=O)cc1[N+](=O)[O-] (centres undefined)	14	-2.7%
CCOc1ccccc1C(=O)N(Cc1ccco1)C1CCS(=O)(=O)C1 (centres undefined)	x	-0.8%
Fc1ccc(Sc2cc(Cl)c(-c3ccccc3)nn2)cc1	x	6.9%
CCN(CC)S(=O)(=O)c1ccc(C)c(NCC(=O)Nc2ccc(C#N)c(Cl)c2)c1	-7	-2.5%
COCCN(CCOC)S(=O)(=O)c1ccc(C(=O)NC2CCN(Cc3ccccc3)CC2)cc1	10	0.2%
CCC(=O)Nc1cccc(NC(=O)c2ccccc2Cl)c1	5	3.0%
CCOC(=O)COn1c(=O)c(-c2cc3ccccc3o2)[n+]([O-])c2ccccc21	-1	4.7%

Further entries follow.
SMILES	RmlCD inh 1536	GlmU inhibition
CC(C)C(NC(=O)OCc1ccccc1)C(=O)NCc1ccc(C(=O)O)cc1 (centres undefined)	-16	-3.5%
O=[N+]([O-])c1cccc(/C=N\N2CCN(c3ccc(Cl)cc3)CC2)c1	x	4.9%
CC(C)C1CC(=O)NC(SCC(=O)Nc2ccc(Br)cc2)=C1C#N (centres undefined)	x	0.4%
COc1cc(NC(=O)C2CCN(S(=O)(=O)c3cnc[nH]3)CC2)cc(OC)c1OC	6	2.9%

These rows are one share of the data; the hit share may differ from the screen's.
